Screening results from PubChem BioAssay.
L3MBTL1 block: inhibitors of human L3MBTL1. Q9Y468. AlphaScreen L3MBTL1–H3K9me1 peptide binding. Potency, µM (titrated, usually from 57.1 µM), for inactives: top-dose activity, negative = inhibition, usual class: inhibitors. 230,000 compounds, 0.66% hits. AID 485360; note: % is set by controls: 0 for no effect and ±100 for the full control effect; nearly all actives have a fitted effect of over 60% in size
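First, the protein-peptide complex forms for 30 min at room temperature (L3MBTL1 50 nM, biotinylated H3K9me1 peptide 75 nM). Next, compounds are pin-transferred and incubated 30 min. Finally, AlphaScreen beads are added and read after 30 min.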
HTT ATP protect: cytoprotection in Huntington HTT-Q103 PC12 cell model; PC12 HTT-Q103 induced, cytoprotection, ATP luminescence, 40 h; 230,000 compounds, 0.14% hits; Potency, µM (series often up to 56.4 µM), for inactives: cytoprotection (ATP increase), hits mostly activators;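 note: % of control where 0% means no effect; nearly all actives have a fitted effect of over 45% in size; toxic huntingtin expression switched on by the ecdysone agonist tebufenozide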
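Readout: ATPlite luminescence (ATP level). Model: stable PC12, inducible Htt exon1 Q103-GFP. Inducer: tebufenozide, 100 nM final. Compounds: dose series. No G418 in medium.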
Tau ThT inhib: blocks human tau fibril formation measured by thioflavin T | P10636 | recombinant tau K18 P301L, heparin-induced fibrillization, ThT fluorescence | Potency, µM (doses to about 57.4 µM), for the others: at the highest dose activity, negative = inhibition, actives largely listed as inhibitors | 270,000 compounds, 2.1% hits; note: % is set by controls: 0 for no effect and ±100 for the full control effect; nearly all actives have a fitted effect of over 55% in size
Target sequence (P10636 561-689 P618L limits assumed): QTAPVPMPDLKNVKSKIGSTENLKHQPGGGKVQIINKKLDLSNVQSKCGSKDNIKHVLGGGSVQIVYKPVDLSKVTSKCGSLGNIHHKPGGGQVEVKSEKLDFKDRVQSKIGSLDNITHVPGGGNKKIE
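ThT emission at 510 nm, taken 1 hr after adding 30 uM dye, quantifies aggregates formed when 20 uM heparin acts on human tau K18 P301L for 6 hr at 37 C.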
RECQ1 helicase: inhibitors of human RECQ1 DNA helicase. 240,000 compounds, 0.54% hits. AID 2549. RECQ1 DNA unwinding, red fluorescence kinetic read. P46063. Potency, µM (highest dose often 57.3 µM), without a hit: at the highest dose activity, negative = inhibition, hits mostly inhibitors;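 note: plate controls were vehicle for no effect and no enzyme for full effect; nearly all actives have a fitted effect of over 30% in size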
Target sequence (P46063 whole entry, looked up): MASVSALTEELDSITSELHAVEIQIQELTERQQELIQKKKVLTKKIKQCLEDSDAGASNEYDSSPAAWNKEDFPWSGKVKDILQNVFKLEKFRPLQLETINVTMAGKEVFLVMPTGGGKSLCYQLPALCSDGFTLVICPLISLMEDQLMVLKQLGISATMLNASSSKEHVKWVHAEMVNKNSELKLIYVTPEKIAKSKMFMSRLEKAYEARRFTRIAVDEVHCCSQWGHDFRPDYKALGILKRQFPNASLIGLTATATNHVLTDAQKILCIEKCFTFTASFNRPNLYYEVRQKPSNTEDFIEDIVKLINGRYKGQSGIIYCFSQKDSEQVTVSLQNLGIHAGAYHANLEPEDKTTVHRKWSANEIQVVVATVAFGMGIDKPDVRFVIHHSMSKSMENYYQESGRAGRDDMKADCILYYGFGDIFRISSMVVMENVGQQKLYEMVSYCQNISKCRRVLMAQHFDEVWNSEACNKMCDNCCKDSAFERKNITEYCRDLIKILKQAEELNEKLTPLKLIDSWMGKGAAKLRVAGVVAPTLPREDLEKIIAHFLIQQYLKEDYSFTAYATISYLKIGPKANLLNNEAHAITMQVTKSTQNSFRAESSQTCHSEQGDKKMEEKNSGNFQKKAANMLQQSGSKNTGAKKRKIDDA
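RECQ1T1 50 nM; forked duplex (20 bp + 30-nt ss tails) 200 nM, ATP 2 mM final; pH 8.0, 2 mM MgCl2, 2.5 ug/ml poly(dI-dC); 15 min compound preincubation; discontinuous kinetic read over 2 h at RT.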
TRb SRC2 PPI: disrupts binding of human TR beta to SRC2; TRbeta-SRC2 peptide binding, fluorescence polarization; receptor liganded with 1 µM T3; 280,000 compounds, 0.065% hits; Potency, µM (highest dose often 106 µM), for inactives: top-dose activity change, negative = inhibition, hits mostly inhibitors; P10828;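 note: plate controls were bound peptide for no effect and peptide without receptor for full effect; nearly all actives have a fitted effect of over 50% in size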
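Binding of a 20-amino-acid Texas Red SRC2 peptide (20 nM) to TRb ligand-binding domain (0.6 uM) with agonist T3 at 1 uM was followed by fluorescence polarization after a 5 hr room-temperature incubation.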
Tau fibril FP: blocks human tau fibril formation measured by polarization | P10636 | K18 P301L tau heparin fibrillization, Alexa594 FP, 6 h | Potency, µM (top dose mostly 57.7 µM), for the others: at the highest dose activity, negative = inhibition, hits mostly inhibitors | 280,000 compounds, 0.39% hits | AID 1468; note: % is set by controls: 0 for no effect and ±100 for the full control effect; nearly all actives have a fitted effect of over 55% in size
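K18 P301L tau (15 uM unlabeled/0.24 uM Alexa 594-labeled, final) + compound + heparin 20 uM final; 100 mM NaOAc pH 7; 6 hr 37 C; ThT 30 uM final added, 1 hr RT; FP ex 555/em 632 nm.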
TexasRed fluor: counter-screen for TRb-SRC2 inhibitors: fluorescence interference | AID 1479 | Potency, µM (highest dose often 106 µM), without a hit: at the highest dose fluorescence change, negative = quenching | 280,000 compounds, 0.29% hits | TRb/SRC2 Texas Red total fluorescence interference; active = well fitted curve in either direction with a large enough effect; inconclusive = small, poorly fitted or top-dose-only effect; note: % is set by controls: 0 for no effect and ±100 for the full control effect
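Human TRβ ligand-binding domain (0.6 uM) and Texas Red SRC2 peptide (20 nM) in Tris buffer with 1 uM T3 and 5% DMSO were incubated with pinned compound for 5 hr at ambient temperature. Total fluorescence was computed as S + 2P (555/632 nm).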
Tau fluor counter: counter-screen for tau fibril formation inhibitors; tau K18 P301L (four-repeat tau fragment) Alexa594 fluorescence, heparin fibrillization; Potency, µM (doses to about 57.7 µM), for the others: at the top dose activity change, negative = decrease; 280,000 compounds, 0.93% hits; AID 1463; note: % is set by controls: 0 for no effect and ±100 for the full control effect; nearly all actives have a fitted effect of over 55% in size
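Human K18 P301L tau (15 uM unlabeled plus 0.24 uM Alexa 594-labeled, final) in 100 mM sodium acetate pH 7 was mixed with compound and 20 uM heparin and incubated 6 hr at 37 C.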
Active calls of the source: *; i = inactive; ? = inconclusive; . = not tested or not shown; & = joins results of further samples; [ ] = remark or other dose. Unless noted, calls come from the whole dose curve; as a rule, active = well fitted curve in the direction sought with a large enough effect; inconclusive = small, poorly fitted or top-dose-only effect, or another doubt; inactive = no such curve, though single readings can be large; an effect the other way counts as inactive or inconclusive. Potency is the fitted concentration of half-maximal effect.

Screens in order: L3MBTL1 block	HTT ATP protect	Tau ThT inhib	RECQ1 helicase	TRb SRC2 PPI	Tau fibril FP	TexasRed fluor	Tau fluor counter
- O=C(OCc1nc(-c2ccccc2)oc1COC(=O)c1ccco1)c1ccco1
    -8%	17%[10 µM]	-6%	-8%	-17%	3%	0%	0%
- Clc1ccccc1-c1nc2ccccc2c2nc3ccccc3n12
    -10%	8%[10 µM]	-1%	-4%	7%	1%	0%	-5%
- CC(=O)n1cc([C@@H]2C=C(C(=O)Nc3ccccc3)O[C@H](OCCCCO)C2)c2ccccc21
    -1%	13%[10 µM]	?	-13%	1%	-4%	-3%	-29%
- Cc1nc2ccc(S(=O)(=O)NC(C(=O)NCc3ccc(Cl)cc3)C(C)C)cc2s1 (centres undefined)
    .	.	-4%	.	4%	0%	-1%	-15%
- CC(C)Oc1ccc(C(=O)NNC(=O)c2ccccc2C(=O)O)cc1
    8%	28%[10 µM]	-13%	-5%	-4%	11%	0%	-2%
- O=C(NCC(c1cccnc1)N1CCc2ccccc21)c1ccc(F)c(F)c1 (centres undefined)
    .	.	-16%	.	4%	4%	4%	-7%
- CCCCn1c(=NC(=O)c2ccco2)c(C(=O)OCC)cc2c(=O)n3cccc(C)c3nc21
    12%	2%[10 µM]	?	i	-2%	5%	-1%	1%
- CCOC(=O)c1[nH]c(C)c(C(=O)N2CCN(c3ccc(F)cc3)CC2)c1C
    -5%	4%	-10%	-2%	5%	10%	-2%	-5%
- CCCCOc1ccc(CSC(=N)N)cc1Cl
    29%	22%[10 µM]	-17%	-3%	3%	-3%	-3%	-14%
- O=[N+]([O-])c1nn(-c2ccccc2)[n+]([O-])c1N1CCN(c2ccccc2)CC1
    -13%	?	-7%	19%	0%	0%	-2%	-12%
- COc1ccc(/C=C/C(=O)NCc2ccc(F)cc2)cc1S(=O)(=O)N1CCOCC1
    .	3%[10 µM]	?	i	6%	6%	-1%	5%
- Nc1ccc2c(c1)CC(=O)c1ccccc1S2
    18%	.	0%	-3%	-4%	7%	-9%	0%
- CCCCCC(=O)NC(Nc1ccc(S(N)(=O)=O)cc1)C(Cl)(Cl)Cl (centres undefined)
    -1%	23%[10 µM]	5%	2%	-10%	2%	0%	-4%
- CCOC(=O)N1CCC(NCCNC(=O)c2ccc(Cl)cc2)CC1
    7%	3%[1.9 µM]	-5%	-10%	-4%	-2%	2%	0%
- Cc1cc(C=O)c(C)n1-c1ccc(N2CCCCC2)c([N+](=O)[O-])c1
    1%	3%	?	-7%	-2%	-5%	0%	-14%
- CCOC(=O)C(C(=O)c1ccccc1)C1CC(C)NC(=S)N1 (centres undefined)
    5%	31%[10 µM]	3%	9%	-2%	-6%	0%	0%
- CCCCn1nc(C(=O)OCC(=O)Nc2sccc2C(N)=O)c2ccccc2c1=O
    11%	5%[10 µM]	-3%	-1%	8%	-5%	3%	-23%
- CC/C(=N/Nc1cccc(Cl)c1)c1cnnc(SC)n1
    -6%	.	?	-3%	-4%	-8%	-2%	-7%
- O=C(Cn1cnc2scc(-c3ccc(F)cc3)c2c1=O)N1CCOCC1
    .	-5%	-1%	-15%	0%	-3%	-4%	-6%
- N/C(=N\OC(=O)COc1ccc(Br)cc1)c1ccncc1
    2%	.	-4%	-2%	-4%	-2%	0%	-4%
- c1ccc(Oc2ccc(-c3ccnc4ncnn34)cc2)cc1
    12%	-35%	-4%	i	-7%	8%	-6%	1%
- CCCOc1ccc(N2C(=O)CC(N(Cc3ccc(S(N)(=O)=O)cc3)C(=O)CC)C2=O)cc1 (centres undefined)
    4%	-3%[10 µM]	0%	-1%	-8%	-6%	-1%	3%
- COc1ccc2cc3c(N)nn(C(=O)c4ccccc4[N+](=O)[O-])c3nc2c1
    -5%	-17%[10 µM]	?	-2%	-1%	0%	7%	-25%
- Cc1c(NC(=O)c2ccc(Br)o2)c(=O)n(-c2ccccc2)n1C
    -14%	-9%[10 µM]	5%	-3%	-3%	-7%	-5%	7%
- CCC(Sc1nc2cc(OC)c(OC)cc2c(=O)n1Cc1ccc(OC)cc1)C(=O)NCCOC (centres undefined)
    .	?	-12%&-14%	-4%	-7%&-4%	?	-1%&-2%	-12%&-9%
- Cc1ccccc1NC(=O)c1c(C)oc2ccc(O)c(CN3CCC(C)CC3)c12
    .	.	-5%	.	-4%	-6%	-6%	-11%
- CCOC(=O)c1cccc(NC(=O)CCc2c(C)nn(-c3ccc(N4CCCCC4)nn3)c2C)c1
    .	.	?	.	1%	0%	-28%	-15%
- O=C(Nc1ccccc1Cl)N1CCN(c2ccccn2)CC1
    0%	-2%[10 µM]	-15%	-2%	5%	7%	-2%	4%
- O=C(COc1ccccc1)N/N=C/c1ccc2c(c1)OCO2
    -3%	-26%	?	1%	2%	-4%	-2%	-5%
- CCc1cccc(NC(=O)CNS(=O)(=O)c2ccc3nc(C)sc3c2)c1
    .	.	-1%	.	0%	-2%	-2%	-8%
- CCN1CCN(C(=O)c2ccc(-c3nc4ccccc4s3)s2)CC1
    6%	-101%[inhibitor]	?	-9%	3%	-2%	-1%	-6%
- O=C(Nc1ccc(Cl)cc1C(=O)Nc1ccncc1)c1ccco1
    .	-15%	2%	-12%	-1%	-3%	4%	-19%
- CCOC(=O)C1=C(CC)OC(N)=C(C#N)C1c1cccs1 (centres undefined)
    .	7%	-19%	-8%	0%	-11%	-1%	-22%
- CC1(CC(=O)N/N=C/c2ccc(OCc3ccc(Cl)cc3Cl)cc2)OCCCO1
    -8%	-35%	?	-11%	.	7%	.	-29%
- Cn1c(=O)n(C/C=C/c2ccccc2)c(=O)c2c1nc1n2CCN1c1ccccc1
    .	.	?	.	9%	-4%	6%	-15%
- Cc1ccnc(NS(=O)(=O)c2ccc(Cl)nc2)c1
    -4%	-23%[10 µM]	-1%	-9%	-7%	-1%	-1%	-4%
- Fc1ccc(-c2cnn3c(-c4cccs4)ccnc23)cc1
    ?	-75%[inhibitor]	1.4µM*	-14%	-3%	-15%	1%	-14%
- S=C(c1ccc(-c2cc(Cl)ccc2Cl)o1)N1CCCCC1
    -3%	-53%[inhibitor][10 µM]	0%	5%	3%	13%	-3%	-1%
- S=C(Nc1ccccc1)N1CCCCCCC1
    6%	33%[10 µM]	4%	-7%	8%	-10%	-1%	3%
- S=C(NCCc1ccc(Cl)cc1)NCc1ccco1
    -9%	.	?	-4%	-8%	-6%	0%	-25%

Some of the entries so far, as a markdown table:
| Molecule | L3MBTL1 block | HTT ATP protect | Tau ThT inhib | RECQ1 helicase | TRb SRC2 PPI | Tau fibril FP | TexasRed fluor | Tau fluor counter |
| --- | --- | --- | --- | --- | --- | --- | --- | --- |
| O=C(COc1ccccc1)N/N=C/c1ccc2c(c1)OCO2 | -3% | -26% | ? | 1% | 2% | -4% | -2% | -5% |
| CCc1cccc(NC(=O)CNS(=O)(=O)c2ccc3nc(C)sc3c2)c1 | . | . | -1% | . | 0% | -2% | -2% | -8% |
| CCN1CCN(C(=O)c2ccc(-c3nc4ccccc4s3)s2)CC1 | 6% | -101%[inhibitor] | ? | -9% | 3% | -2% | -1% | -6% |
| O=C(Nc1ccc(Cl)cc1C(=O)Nc1ccncc1)c1ccco1 | . | -15% | 2% | -12% | -1% | -3% | 4% | -19% |
| CCOC(=O)C1=C(CC)OC(N)=C(C#N)C1c1cccs1 (centres undefined) | . | 7% | -19% | -8% | 0% | -11% | -1% | -22% |
| CC1(CC(=O)N/N=C/c2ccc(OCc3ccc(Cl)cc3Cl)cc2)OCCCO1 | -8% | -35% | ? | -11% | . | 7% | . | -29% |
| Cn1c(=O)n(C/C=C/c2ccccc2)c(=O)c2c1nc1n2CCN1c1ccccc1 | . | . | ? | . | 9% | -4% | 6% | -15% |
| Cc1ccnc(NS(=O)(=O)c2ccc(Cl)nc2)c1 | -4% | -23%[10 µM] | -1% | -9% | -7% | -1% | -1% | -4% |
| Fc1ccc(-c2cnn3c(-c4cccs4)ccnc23)cc1 | ? | -75%[inhibitor] | 1.4µM* | -14% | -3% | -15% | 1% | -14% |
| S=C(c1ccc(-c2cc(Cl)ccc2Cl)o1)N1CCCCC1 | -3% | -53%[inhibitor][10 µM] | 0% | 5% | 3% | 13% | -3% | -1% |
| S=C(Nc1ccccc1)N1CCCCCCC1 | 6% | 33%[10 µM] | 4% | -7% | 8% | -10% | -1% | 3% |
| S=C(NCCc1ccc(Cl)cc1)NCc1ccco1 | -9% | . | ? | -4% | -8% | -6% | 0% | -25% |

The list continues.
Screens in order: L3MBTL1 block	HTT ATP protect	Tau ThT inhib	RECQ1 helicase	TRb SRC2 PPI	Tau fibril FP	TexasRed fluor	Tau fluor counter
- COc1ccc(CN2CCN(C(=O)c3cccc(OC)c3OC)CC2)cc1OC
    .	-29%	-10%	-9%	5%	-8%	0%	-17%
- CCOC(=O)c1ccc2c(c1)nc(C1CCN(S(=O)(=O)c3cccs3)CC1)n2CC
    0%	9%	-13%	-6%	-1%	6%	2%	-14%
- CCOc1ccc(C(=S)N2CCCC2)cc1
    .	-2%	-10%	i	-7%	6%	0%	-5%
- O=C(Nc1ccc(N2CCCCC2)cc1)c1ccccc1
    -7%	-39%[10 µM]	?	2%	9%	13%	0%	-20%
- Cc1ccc2c(CC(=O)Nc3ccc(S(=O)(=O)N4CCCCC4C)cc3)coc2c1 (centres undefined)
    .	.	8%	.	5%	?	-9%	?
- COc1cc(-c2nnc(SCC(=O)Nc3cccc(C#N)c3)o2)cc(OC)c1OC
    .	.	?	.	-1%	7%	1%	?

2 entries from above, with bars between the fields.
mol | L3MBTL1 block | HTT ATP protect | Tau ThT inhib | RECQ1 helicase | TRb SRC2 PPI | Tau fibril FP | TexasRed fluor | Tau fluor counter
O=C(Nc1ccc(N2CCCCC2)cc1)c1ccccc1 | -7% | -39%[10 µM] | ? | 2% | 9% | 13% | 0% | -20%
Cc1ccc2c(CC(=O)Nc3ccc(S(=O)(=O)N4CCCCC4C)cc3)coc2c1 (centres undefined) | . | . | 8% | . | 5% | ? | -9% | ?

The list is partial, so the mix of outcomes need not match the whole.
